Screens from PubChem.
D1 antag = blocks dopamine activation of the human D1 receptor | 360,000 tested, 3.2% active | activity change, negative = inhibition, % at 10 µM | HEK293 TREx D1 cells, calcium flux, dopamine EC80; active compounds read low | AID 504652; in the data active means activity change below about -30%; further: on the % scale 0 is the no-effect control and ±100 the full control effect
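Using tetracycline-induced force-coupled D1 Hek293 cells and a calcium dye, signals were followed for 180 s after compound, then for 180 s after EC80 dopamine, to detect inhibitors.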
RXFP1 antagonist = RXFP1 (human) relaxin receptor antagonism. Q9HBX9. HEK293-RXFP1, relaxin-stimulated cAMP HTRF, 30 min; active compounds read low. activity change, negative = inhibition, % at 57.5 µM. 350,000 tested, 0.59% active;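 active means activity change of -60% or lower, but not beyond a set lower limit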; further: on the % scale 0 is the no-effect control and ±100 the full control effect
Target sequence (Q9HBX9 whole entry, looked up): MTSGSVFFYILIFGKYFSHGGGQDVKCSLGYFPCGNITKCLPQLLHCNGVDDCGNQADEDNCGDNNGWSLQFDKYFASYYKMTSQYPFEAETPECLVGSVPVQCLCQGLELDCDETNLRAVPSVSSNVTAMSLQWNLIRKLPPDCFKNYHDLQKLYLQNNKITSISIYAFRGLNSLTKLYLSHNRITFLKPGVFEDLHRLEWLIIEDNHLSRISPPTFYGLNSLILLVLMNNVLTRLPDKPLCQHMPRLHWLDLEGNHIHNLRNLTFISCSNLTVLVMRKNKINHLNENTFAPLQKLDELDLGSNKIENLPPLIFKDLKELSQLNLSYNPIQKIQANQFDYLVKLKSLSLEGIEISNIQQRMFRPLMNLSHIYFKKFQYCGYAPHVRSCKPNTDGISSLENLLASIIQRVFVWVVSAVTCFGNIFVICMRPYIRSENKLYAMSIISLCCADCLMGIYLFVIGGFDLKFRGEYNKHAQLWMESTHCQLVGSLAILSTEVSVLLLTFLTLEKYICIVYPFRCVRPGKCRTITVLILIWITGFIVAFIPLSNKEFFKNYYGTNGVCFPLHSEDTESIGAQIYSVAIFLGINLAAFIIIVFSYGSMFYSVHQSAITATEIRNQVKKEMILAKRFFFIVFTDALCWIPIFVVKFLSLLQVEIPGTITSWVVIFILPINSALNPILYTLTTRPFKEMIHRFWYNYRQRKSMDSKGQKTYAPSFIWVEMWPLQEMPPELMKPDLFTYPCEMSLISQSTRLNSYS
D1 PAM = potentiators of human D1 dopamine receptor. P21728. HEK293 TREx D1 cells, calcium flux, dopamine EC20 potentiation. potentiation, % at 10 µM. 360,000 tested, 0.036% active. AID 504651; in the data active means potentiation above about 30%; further: 0% is about no effect
D1 ag = activates the human D1 dopamine receptor. 360,000 tested, 1% active. AID 504660. activation, % at 2 µM. HEK293 T-REx D1 cells, calcium flux, agonist mode. P21728; in the data active means activation above about 30%; further: 0% is about no effect
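Agonism was scored from calcium flux recorded over 180 s (1 read/s) after pintool compound addition, following a 10-cycle baseline. Cells were inducible force-coupled HEK293 TREx D1, plated overnight at 30 C and loaded with no-wash calcium dye.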
D2 potentiator = positive allosteric modulators of human D2 dopamine receptor; 340,000 tested, 0.34% active; HEK293 T-REx D2, calcium flux, EC20 dopamine potentiation; potentiation, % at 10 µM; P14416;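 active means potentiation over 3 SD above the plate norm, cut at about 30% in these data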; further: 0% is about no effect
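Potentiation of an EC20 dopamine calcium response measured kinetically over 180 s, after a preceding 180 s compound-only read flagging agonists. Cells: inducible Hek293 Trex D2 line, 4000/well, cultured overnight at 30 C before dye loading.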
D2 antagonist = D2 dopamine receptor (human) antagonism | HEK293 TREx D2 cells, calcium flux, dopamine EC80 | inhibition, % at 10 µM | 340,000 tested, 2% active | AID 485344; in the data active means inhibition above about 30%; further: 0% is about no effect
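Tetracycline-induced HEK293 T-REx cells expressing D2 force-coupled to calcium signalling were dye-loaded, exposed to compound for 180 s, then challenged with an EC80 of dopamine; calcium flux was followed kinetically for a further 180 s.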
TRHR enhancer = TRH receptor (human) allosteric enhancement; TRHR cells, fluo-8 calcium fluorescence, EC20 TRH enhancement; enhancement, % at 2 µM; 360,000 tested, 0.66% active; AID 493056; in the data active means enhancement above about 30%; further: 0% is about no effect
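TRHR-expressing cells loaded with fluo-8 calcium dye were read kinetically (ex 480/em 530) during compound addition, then stimulated with an EC20 of TRH (10 nM final). Enhancement of the Gq-mediated intracellular calcium response was scored.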
RXFP1 agonist = RXFP1 (human) receptor agonism; AID 2676; Q9HBX9; 370,000 tested, 0.3% active; HEK293T-RXFP1 cAMP TR-FRET, 30 min; response scale: percent of porcine relaxin response, buffer zero; Potency, µM (highest dose often 57.5 µM), inactives show top-dose activation, actives largely listed as activators; active means well fitted activation curve with a large enough effect; further: potency means the concentration at half of the fitted maximal effect; on the % scale 0 is the no-effect control and ±100 the full control effect; nearly all actives have a fitted effect of over 60% in size; many of its hits are not listed in these tables
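HEK293T cells stably expressing RXFP1 were pretreated with the PDE4 inhibitor Ro 20174, exposed to compounds for 30 min at 37C, lysed, and cAMP was read by TR-FRET. Data normalized to buffer (basal) and 29 nM porcine relaxin (100%).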
D2 agonist = activates the human D2 dopamine receptor; HEK293 T-REx D2 cells, calcium flux agonist mode; AID 485358; activation, % at 2 µM; 340,000 tested, 0.53% active;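 active means activation over 3 SD above normal in the single-dose calcium agonist read, cut at about 30% in these data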; further: 0% is about no effect
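HEK293 Trex D2 cells, tetracycline-induced, o/n 30 C 5% CO2; no-wash Ca dye, RT 30–90 min; 10-cycle baseline, 23 nl cpd added, kinetic Ca read 180 s; agonist hits = positive Ca response.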
The depositor's hits bear a star; · = no result given. This is a subset; the hit share may differ from the screen's.

SMILES	D1 antag	RXFP1 antagonist	D1 PAM	D1 ag	D2 potentiator	D2 antagonist	TRHR enhancer	RXFP1 agonist	D2 agonist
C/C(=N\Nc1nc(C)cc(-c2ccccc2)n1)c1ccc(F)cc1	3	-25	-1	2	3	-13	-6	-0.2%	1.1
Cc1cc(Cl)ccc1C(=O)C1CCCN(C(=O)c2n[nH]c3c2CCCC3)C1 (configuration not stated)	-10	-15	5	3	1	9	-4	0.0%	1.2
CCOC(=O)C1=C(C)NC(=S)NC1c1ccc(OCC(=O)N2CCCCCC2)cc1 (configuration not stated)	13	-3	-4	-3	·	·	-9	-0.7%	·
Cc1cccc(NC(=O)c2ccc(C(=O)Nc3cccc(C)c3)nc2)c1	-26	-8	-6	13	1	-1	1	-1.3%	-0.9
O=S(=O)(NCCN1CCOCC1)c1cccc(C(F)(F)F)c1	-12	-4	-5	0	-3	5	0	2.8%	0.7
O=C(Nc1ccccc1Cl)c1cccc(NS(=O)(=O)c2ccccc2)c1	8	·	-8	0	7	5	4	-1.8%	0.4
COC(=O)c1cn(NC(=O)Cn2nc([N+](=O)[O-])c(Br)c2C)c(=O)c2ccccc12	10	-3	5	-1	4	6	-1	-0.9%	-0.9
CC1CCN(CC(=O)Nc2cc(C(F)(F)F)ccc2Cl)CC1	8	·	3	0	-30	-28	1	3.2%	-0.3
COc1cc(OC)c(C2C=C(c3ccc(C)cc3)Nc3c(C(=O)Nc4ccccc4)cnn32)cc1OC (configuration not stated)	-45*	0	-6	3	3	·	-4	-1.0%	-0.2
Cc1nn(-c2ccccc2)c(N2CCCC2)c1/C=N/Nc1ccc(S(N)(=O)=O)cc1[N+](=O)[O-]	4	0	-8	1	-1	-7	-2	0.1%	-0.4
COc1ccc2c(c1)OC[C@H]1[C@H]2N2C(=O)[C@H](C)NC(=O)[C@@]2(C)[C@H]1c1ccccc1	·	·	2	1	10	·	0	0.8%	·
CCCSc1nnc(CSc2nc3nc(C)cc(C)n3n2)o1	2	-4	-4	4	14	12	5	3.6%	0.4
Cc1nnc2sc(-c3ccc(-c4ccc(Cl)c(C(F)(F)F)c4)o3)nn12	-25	·	0	1	·	·	1	-0.4%	·
C=CCN1C(=O)C(CC(=O)Nc2ccc(OCC)cc2)N(Cc2ccccn2)C1=S (configuration not stated)	7	-29	-1	0	·	-13	1	1.3%	-0.7
CCOC(=O)N1CCN(CC(=O)c2ccc3c(c2)CCN3)CC1	-32*	-14	-3	3	1	2	5	-1.4%	0.2
O=C(COc1ccc(F)cc1F)NNC(=O)Nc1cccc([N+](=O)[O-])c1	-3	-18	0	-1	-1	-6	-3	-0.6%	-0.8
CCc1ccc(OCc2ccc(C(=O)OC)o2)cc1	-6	-8	-7	5	9	-14	5	-0.4%	-1.5
O=S(=O)(Cc1ncc(C(F)(F)F)cc1Cl)c1ccccc1	7	8	7	1	-8	-3	2	0.1%	-0.1
CCOC(=O)C(=O)Nc1ccccc1C(=O)OC	0	-2	-1	4	7	-5	16	2.1%	0.1
C/C(=N\O)C(C)(C)Nc1cccc(Br)c1	-7	-1	-7	0	8	·	7	-3.3%	0.4
CCOC(=O)N1CCN(C(=O)c2ccc(OC(C)=O)cc2)CC1	-28	-1	-14	3	20	9	0	-0.9%	-0.1
O=C(Nc1cccc(-c2ccc(F)cc2)c1)C1CCCN(C(=O)c2cscn2)C1 (configuration not stated)	2	12	4	-2	-11	-1	1	0.2%	0.6
O=C(CSc1cn(CCNC(=O)c2c(F)cccc2F)c2ccccc12)Nc1ccc2c(c1)OCCO2	-1	·	-3	1	14	·	-11	-5.4%	·
CC(C)Oc1ccc(C(=O)Nc2ccc(N3CCCCC3)cc2)cc1	7	2	2	4	·	·	-5	1.3%	·
COc1cc(OC)c(NC(=O)CCS(=O)(=O)c2ccc3c(c2)oc(=O)n3C)cc1Cl	9	-7	-1	1	0	·	10	-1.8%	0.5

Brought forward from above: 6 compounds, then new ones.
SMILES	D1 antag	RXFP1 antagonist	D1 PAM	D1 ag	D2 potentiator	D2 antagonist	TRHR enhancer	RXFP1 agonist	D2 agonist
C/C(=N\O)C(C)(C)Nc1cccc(Br)c1	-7	-1	-7	0	8	·	7	-3.3%	0.4
CCOC(=O)N1CCN(C(=O)c2ccc(OC(C)=O)cc2)CC1	-28	-1	-14	3	20	9	0	-0.9%	-0.1
O=C(Nc1cccc(-c2ccc(F)cc2)c1)C1CCCN(C(=O)c2cscn2)C1 (configuration not stated)	2	12	4	-2	-11	-1	1	0.2%	0.6
O=C(CSc1cn(CCNC(=O)c2c(F)cccc2F)c2ccccc12)Nc1ccc2c(c1)OCCO2	-1	·	-3	1	14	·	-11	-5.4%	·
CC(C)Oc1ccc(C(=O)Nc2ccc(N3CCCCC3)cc2)cc1	7	2	2	4	·	·	-5	1.3%	·
COc1cc(OC)c(NC(=O)CCS(=O)(=O)c2ccc3c(c2)oc(=O)n3C)cc1Cl	9	-7	-1	1	0	·	10	-1.8%	0.5
CCCCNC(=O)c1cc2c(=O)n3cccc(C)c3nc2n(CCN2CCOCC2)c1=N	-14	·	-4	0	-6	-4	0	11%	1.1
Cc1ccc(/C=N/NC(=O)Cn2cnc3ccccc32)o1	-11	-12	5	2	3	-27	1	2.4%	0.7
COc1ccc(-c2nn(-c3ccccc3)cc2C(=O)O)cc1N	-4	-2	-2	0	7	4	-1	0.4%	-0.3
O=C(N/N=C/c1ccc(OC(=O)c2ccccc2)cc1)c1cccc(O)c1	-25	-29	-9	5	7	-3	-3	-0.3%	-0.1
COc1ccc(CCNC(=O)Cn2c(=O)nc(-c3ccccc3F)c3cc(Cl)ccc32)cc1OC	1	-7	1	0	5	·	-7	0.3%	·
Cc1cc(=O)c(C(=O)O)nn1-c1ccccc1C(F)(F)F	-14	15	-3	1	-8	-17	8	-3.9%	6.0
O=C(COc1ccc(S(=O)(=O)NC2CCCCC2)cc1)NC1CCCCC1	-8	-1	1	6	-2	-15	2	0.1%	0.6
COc1ccc(N2CC(C(=O)Nc3cccc(C)n3)CC2=O)cc1 (configuration not stated)	5	-6	0	10	10	-2	12	-0.1%	1.1
COc1ccc(CNC(=O)c2ccc3c(c2)CCN3S(=O)(=O)c2ccc(Cl)cc2)cc1	-5	6	0	5	7	·	1	-2.1%	1.6
COc1ccc(CNC(=O)CN(C)S(=O)(=O)c2ccc3c(c2)n(C)c(=O)c(=O)n3C)cc1	-5	-20	16	5	2	-17	16	12%	0.8
COc1ccc(-c2csc3ncnc(Oc4cccc5ccc(C)nc45)c23)cc1	-6	0	1	9	3	-11	-2	0.6%	-0.4
COc1ccc(NC(=O)CCS(=O)(=O)c2ccc3c(c2)CCCN3C(C)=O)cc1Cl	-17	-1	0	0	-3	1	4	0.8%	0.4
CC1CC(=O)Nc2ccccc2N1S(=O)(=O)c1ccc(Cl)cc1 (configuration not stated)	32	7	-2	1	-5	-4	-2	0.6%	0.9
O=C(O)CNS(=O)(=O)c1ccc(-c2ccccc2)cc1	4	·	0	0	·	·	1	0.3%	·
COc1ccc2[nH]c(C(=O)O)c(NS(=O)(=O)c3ccc(OC)c(OC)c3)c2c1	1	23	-3	2	-3	9	-3	-0.3%	1.2
COc1ccc(-c2cc(-n3c(C(F)(F)F)nc4ccccc43)n(CCC#N)n2)cc1	-30	-1	6	20	6	0	25	3.6%	-1.5
C/C(=C\C(=O)c1ccccc1)NNC(=O)c1ccc(Cl)cc1	5	7	-11	1	6	-4	2	0.3%	0.1
O=C1C2C3C=CC(CC3)C2C(=O)N1c1ccc([N+](=O)[O-])cc1 (configuration not stated)	-4	-3	-9	-1	-2	-14	-4	-0.6%	0.6
Cc1ccc(Cl)c(OCCCCN(C)Cc2ccccc2)c1	-29	-26	-12	3	-22	45*	4	3.0%	-0.9
O=C(NCC1CCCO1)C(c1ccncc1)N(Cc1cccs1)C(=O)CN1C(=O)c2ccccc2S1(=O)=O (configuration not stated)	0	-4	7	42*	1	1	5	-1.4%	-0.1
COCc1cc(C)nc2sc(C(=O)NN)c(-n3cccc3)c12	21	-4	-9	-1	1	-9	-4	7.8%	2.4
Cc1ccc(NC(=O)Cn2nc(-c3ccccc3)nc(Cc3ccccc3)c2=O)cc1	-4	7	-2	3	11	·	3	1.1%	0.5
CCc1ccc(/C=N/NC(=O)c2cc(C3CC3)nc3ccc(Br)cc23)s1	-21	-14	-6	2	-13	-8	-4	0.3%	-0.2
COC(=O)CCCC1=CC2=C(c3ccccc3)C(=O)C(C)(OC(=O)C3CCCC3)C(=O)C2=CN1C1CC1 (configuration not stated)	-12	·	-6	1	11	4	-7	0.6%	0.0
CNS(=O)(=O)c1ccc2nc(NC(=O)/C=C/c3ccco3)sc2c1	4	-33	-1	3	2	4	3	2.0%	-1.4

(list continues)
SMILES	D1 antag	RXFP1 antagonist	D1 PAM	D1 ag	D2 potentiator	D2 antagonist	TRHR enhancer	RXFP1 agonist	D2 agonist
COc1ccc(CC(=O)N/N=C(\C)CC(=O)Nc2ccc3c(c2)OCCO3)cc1OC	2	-3	·	4	1	-17	-2	1.5%	0.4
CCOc1ccc(Nc2nc(N)c([N+](=O)[O-])c(N3CCOCC3)n2)cc1	-1	3	-6	1	11	3	38*	1.9%	0.0
c1ccc2c(c1)Oc1ccccc1S2	·	·	-3	-2	1	-8	-8	1.1%	-0.2
CC(C)c1c(C(=O)N/N=C/c2ccccc2OCc2c(F)cccc2Cl)nnn1-c1nonc1N	-16	-6	-11	9	-8	3	-4	-0.4%	3.5
NS(=O)(=O)OCCCCCc1ccccc1	-1	·	2	2	-3	15	-5	-0.7%	-0.3
COc1ccc(-c2noc(CSc3nnc(-c4ccncc4)n3-c3ccc(F)cc3)n2)cc1OC	-19	-8	-8	1	8	-21	-4	0.7%	-0.3
COCCN(C(=O)CNC(=O)c1cccs1)C(C(=O)NC(C)(C)C)c1ccccc1 (configuration not stated)	-3	-9	-3	2	-2	7	-1	-0.4%	0.1
COc1ccc(S(=O)(=O)N2CCN(Cc3ccc(OC)c(OC)c3)CC2)cc1	-16	-8	-1	6	·	·	-9	-0.6%	·
N#CCc1nn(-c2ccc(Cl)cc2)c(N)c1C#N	-8	2	-8	1	-5	-19	4	0.9%	-0.1
CCOC(=O)c1cc(S(=O)(=O)N2CCN(c3cccc(C)c3C)CC2)[nH]n1	-15	·	-1	9	-8	·	-4	-1.3%	1.0
C=CCOc1cccc(C2C(C(=O)c3ccco3)=C(O)C(=O)N2Cc2ccco2)c1 (configuration not stated)	8	5	-3	0	10	-38	16	15%	0.1
O=C(NC1CCCCC1)N1CCC(c2nc3ccc(Cl)cc3[nH]2)CC1	-6	3	-2	3	2	-13	-5	-0.2%	1.6
Cc1nc(/N=C\c2ccc(N(C)C)cc2)sc1C	2	·	5	0	8	8	2	0.3%	0.5
CC(=O)c1ccc(NC(=O)c2cnn(-c3cccc(F)c3)c2-n2cccc2)cc1	8	-68*	-4	2	6	·	-7	0.6%	0.0
